Jurkat autofluor: compound autofluorescence on Jurkat cells, primary screen, artefact control for VLA-4 allosteric ligand project, cell-based, flow cytometry. active compounds read high; 1 = vehicle-only cell background. fluorescence ratio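 (tested at 10 µM compound in the well)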. 24,000 tested, 0.61% active;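 active = fluorescence ratio above 2.44, which is 1 plus 3 SD of all ratios; inconclusive = signal too bright to measure linearly, ratio around 10 or more; inactive = fluorescence ratio below 2.44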;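 also: green fluorescence of cells measured with 488 nm excitation and 530 nm emission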
Prostate diff: activators of LNCaP prostate cell differentiation, primary screen, flow cytometry side scatter. 4 d. side scatter shift, % at 10 µM. 24,000 tested, 0.56% active;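 active = side scatter shift above 30%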;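 also: androgen-responsive LNCaP prostate cancer cells in charcoal-stripped serum medium; percent of cells past a gate set so DMSO wells show 10% shift; higher shift means more granular cells and more differentiation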
VLA-4 allo ag: enhancers of LDV-FITC binding to VLA-4 integrin, primary screen, Jurkat cells, flow cytometry. activation, % at 10 µM (by protocol). 24,000 tested, under 10 active. Integrin alpha-4 (Homo sapiens), P13612;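 active = fluorescent ligand binding to cells raised by more than 40% of the manganese-induced maximum; inconclusive = compound's own fluorescence above 85% of the ligand control signal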;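 also: 0% = ligand binding without compound and 100% = manganese-stimulated maximal binding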
Target sequence (P13612 whole entry, looked up): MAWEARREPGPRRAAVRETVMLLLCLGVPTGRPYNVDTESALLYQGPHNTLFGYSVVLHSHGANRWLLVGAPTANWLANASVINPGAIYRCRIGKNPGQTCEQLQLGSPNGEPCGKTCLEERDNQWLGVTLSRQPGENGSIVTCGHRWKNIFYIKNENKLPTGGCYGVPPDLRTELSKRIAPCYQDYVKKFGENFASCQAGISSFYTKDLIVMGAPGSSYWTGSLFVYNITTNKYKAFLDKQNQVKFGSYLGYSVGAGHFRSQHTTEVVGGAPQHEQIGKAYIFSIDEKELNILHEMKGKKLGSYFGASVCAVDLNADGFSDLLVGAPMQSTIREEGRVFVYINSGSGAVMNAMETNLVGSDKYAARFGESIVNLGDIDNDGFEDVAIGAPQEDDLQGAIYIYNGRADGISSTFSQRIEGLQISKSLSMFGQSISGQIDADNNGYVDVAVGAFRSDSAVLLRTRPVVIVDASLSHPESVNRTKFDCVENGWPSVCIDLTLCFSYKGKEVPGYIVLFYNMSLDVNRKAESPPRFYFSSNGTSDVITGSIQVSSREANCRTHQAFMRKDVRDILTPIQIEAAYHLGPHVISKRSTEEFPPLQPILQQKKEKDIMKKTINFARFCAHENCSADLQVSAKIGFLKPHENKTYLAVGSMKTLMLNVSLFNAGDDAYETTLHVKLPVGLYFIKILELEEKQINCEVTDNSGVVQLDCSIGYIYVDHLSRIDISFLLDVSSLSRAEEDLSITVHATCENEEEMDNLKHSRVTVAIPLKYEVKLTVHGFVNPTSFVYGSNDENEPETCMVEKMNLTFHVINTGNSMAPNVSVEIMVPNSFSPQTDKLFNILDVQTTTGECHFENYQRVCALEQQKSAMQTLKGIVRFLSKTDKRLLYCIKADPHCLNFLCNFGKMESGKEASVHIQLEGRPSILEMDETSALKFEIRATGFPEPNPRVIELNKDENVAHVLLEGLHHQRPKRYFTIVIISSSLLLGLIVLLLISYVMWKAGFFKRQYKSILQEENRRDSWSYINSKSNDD
VLA-4 antagonist: inhibitors of LDV-FITC binding to Mn2+-activated VLA-4, primary screen, Jurkat cells. Integrin alpha-4 (Homo sapiens), P13612. LDV-FITC binding with Mn2+, flow cytometry; 100% = Mn2+-driven binding gain fully reversed. inhibition, % at 10 µM (by protocol). 24,000 tested, 0.2% active. AID 529, 2006;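 active = inhibition above 50%; inconclusive = compound itself fluorescent, judged against control cell fluorescence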;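 also: 0% = Mn2+ stimulated cells lacking compound and 100% = ligand binding without Mn2+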
Numbers without * were called inactive; u = inconclusive; x = not tested or not shown. Only part of the results is shown; rates above refer to the full screens.

SMILES | Jurkat autofluor | Prostate diff | VLA-4 allo ag | VLA-4 antagonist
O=C(C1CCC1)N1CCc2cc(S(=O)(=O)NCCN3CCN(c4ccccc4F)CC3)ccc21 | 1.1 | 12 | -4 | 6
COC(=O)CSc1ncccc1-c1nc2ccccc2[nH]1 | 1.1 | 12 | 16 | -10
CCOC(=O)N1CCN(C(=O)c2cn(CC)c3cc(N4CCN(C)CC4)c(F)cc3c2=O)CC1 | 0.99 | 16 | 1 | -11
Clc1ccc(Oc2nc(Oc3ccc(Cl)cc3)nc(N3CCOCC3)n2)cc1 | 1.1 | 6 | u | u
CCCCN(C)C(=O)c1ccc2c(c1)N(CC)C(=O)c1ccccc1S2(=O)=O | 1 | 18 | 6 | 16
CCOC(=O)Cn1c(CN(Cc2ccccc2)Cc2ccccc2)nc2c1c(=O)[nH]c(=O)n2C | 1.1 | 2 | -5 | -16
C1=C(c2ccccc2)CCN(c2nc3ccccc3n3cnnc23)C1 | 1.4 | 5 | u | u
Cc1ccccc1Cn1cc(S(=O)(=O)CC(=O)Nc2nccs2)c2ccccc21 | 0.92 | 14 | 2 | 8
CCOC(=O)c1nnn(-c2ccccc2C#N)c1C | 0.9 | 10 | 1 | -7
CCSc1nnc(NC(=O)C2CCCN(S(=O)(=O)c3cnc[nH]3)C2)s1 (stereo unspecified) | 1.1 | 7 | -1 | 0
O=C(CCCN1C(=O)c2ccccc2C1=O)Nc1c2c(nc3c1CCC3)CCC2 | 1 | 5 | -2 | 0
COc1c(C)cccc1C(=O)Nc1cc(-c2nn3c(C)nnc3s2)ccc1C | 1.2 | 9 | -5 | -3
CCN1CCN(C(=O)Cn2ncc3ccsc3c2=O)CC1 | 1 | 3 | 2 | -5
CCC(C(=O)Nc1ccccc1C(=O)N1CCCC1)N1C(=O)c2ccccc2C1=O (stereo unspecified) | 0.95 | 3 | 1 | -4
CCN(CC)C(=O)COc1ccc2oc(C)c(C(=O)OC(C)C)c2c1 | 0.89 | 7 | 8 | -18
Cc1ccc(CNC(=O)C2CCCN(c3nc4ccccc4o3)C2)cc1 (stereo unspecified) | 1.1 | 7 | 1 | 0
Cc1ccc(OCC(=O)N2CCN(C(=O)CCC3CCCC3)CC2)cc1 | 1 | 5 | -4 | -5
CCOc1ccc(NC(=O)N(C2CCCCC2)C(C)c2ccncc2)cc1 (stereo unspecified) | 1.1 | 0 | 1 | 13
Cn1c(=O)oc2cc(S(=O)(=O)Nc3cccc(F)c3)ccc21 | 1.1 | 11 | u | u
CC1CC(C)CN(C(=O)CCCn2c(=S)[nH]c3ccccc3c2=O)C1 (stereo unspecified) | 1.1 | 23 | -3 | -2
O=c1oc2c3c4c(cc2cc1-c1nc2ccccc2[nH]1)CCCN4CCC3 | u | 14 | u | u
COc1ccc(-n2nc(C(=O)NCC(=O)NCc3ccco3)c3ccccc3c2=O)cc1Cl | 1.1 | 7 | -3 | -10
CCOc1cc(C(=O)Nc2ncccn2)cc(OCC)c1OCC | 0.99 | 2 | 12 | -22
CCCn1cc(S(=O)(=O)CC(=O)NC2CCCCC2)c2ccccc21 | 1 | 8 | 0 | 12
CC1CC(=O)N(Cc2ccccc2)c2ccccc2N1C=O (stereo unspecified) | 1.1 | 5 | 1 | 11
COc1ccc(OC)c(NC(=O)C2CCCN2C(=O)C2CCC(C)CC2)c1 (stereo unspecified) | 1.1 | 9 | 1 | 12
O=C(Nc1ccc2ccccc2c1)N1CCN(c2ncccc2C(F)(F)F)CC1 | 1.2 | 1 | -9 | 7
CCCCOc1cccc(NC(=O)CSc2nccn2C)c1 | 0.99 | 14 | 0 | -8
CC1(C)C(c2ccccc2)=NC(c2ccccc2)N1O (stereo unspecified) | 0.89 | 3 | 8 | -23
Cc1cccc2cc(C(c3nnnn3C(C)(C)C)N3CCN(C(=O)c4ccco4)CC3)c(=O)[nH]c12 (stereo unspecified) | 1.1 | 6 | 2 | -6
CSc1nsc(SC)c1NC(=O)OCC1CCCO1 (stereo unspecified) | 0.98 | 15 | 1 | -16
CC(C)COC(=O)NCC12C=CC(O1)C1C(=O)N(c3ccc(Cl)cc3)C(=O)C12 (stereo unspecified) | 1 | 14 | 1 | -7
CCC(Sc1nc(-c2ccccc2)c(C#N)c(=O)[nH]1)C(=O)Nc1cc(C)on1 (stereo unspecified) | 1.1 | 4 | -14 | -6
COc1ccc(C(=O)N2CCN=C2SC)cc1OC | 1 | 9 | -1 | -14
CN(CCc1ccccn1)C(=O)CCNC(=O)Cn1cnc2ccccc2c1=O | 1 | 11 | 3 | -2
COc1ccc(-n2c(Cc3cccn3C)nnc2SCC(=O)Nc2ccc(C)cc2C)cc1 | 1.1 | 7 | 0 | 22
CCn1nc(NC(=O)c2cccnc2)c2cc3ccccc3nc21 | 1.4 | 20 | 1 | -4
COc1ccccc1N(C(=O)NCc1ccccc1)C1=NCC(C)S1 (stereo unspecified) | 1 | 6 | -8 | -17
CCC(=O)Nc1c2c(nc3c1CCC3)CCCC2 | 1 | 6 | -4 | -9
CCN(CCCNC(=O)CNC(=O)Cn1cnc2ccccc2c1=O)c1cccc(C)c1 | 0.98 | 3 | 3 | -8
CCN(CC)CCCNC(=O)c1cc(-c2ccc(Cl)c(Cl)c2)on1 | 1.1 | 48* | 3 | 6
O=C(C1CCCN(S(=O)(=O)c2cccc3nsnc23)C1)N1CC=C(c2ccccc2)CC1 (stereo unspecified) | 1.1 | 4 | -5 | 40
Cc1cccc(N2C(=O)CC(N3CCN(Cc4ccc(Cl)cc4)CC3)C2=O)c1 (stereo unspecified) | 0.99 | 2 | 6 | -23
C=CCn1c(SCC2=C(C(=O)OCC)C(C)NC(=O)N2)nnc1C1CCCCC1 (stereo unspecified) | 0.9 | 4 | -4 | -22
COc1nc(N(c2ccccc2)c2ccccc2)nc(-n2ccnc2)n1 | 0.94 | 15 | 0 | 30
CCOC(=O)N1CCN(S(=O)(=O)c2cc(Br)cc3c2N(C(C)=O)C(C)C3)CC1 (stereo unspecified) | 1.1 | 0 | 4 | -3
CC1=C(C)C(=O)C(CCCCC#CCCCC#CCO)=C(C)C1=O | 1 | 9 | 2 | -12
O=C(NCc1cccnc1)c1cccc2c1C(=O)N(C1CCCCC1)C2 | 1.1 | 9 | -4 | 2

One compound at a time, as listed above. Values in the order: Jurkat autofluor | Prostate diff | VLA-4 allo ag | VLA-4 antagonist
Entry for `Cc1cccc(N2C(=O)CC(N3CCN(Cc4ccc(Cl)cc4)CC3)C2=O)c1` (stereo unspecified) : 0.99 | 2 | 6 | -23
Entry for `CCOC(=O)N1CCN(S(=O)(=O)c2cc(Br)cc3c2N(C(C)=O)C(C)C3)CC1` (stereo unspecified) : 1.1 | 0 | 4 | -3
Entry for `CCC(=O)Nc1c2c(nc3c1CCC3)CCCC2` : 1 | 6 | -4 | -9
Entry for `COc1nc(N(c2ccccc2)c2ccccc2)nc(-n2ccnc2)n1` : 0.94 | 15 | 0 | 30
Entry for `CC1=C(C)C(=O)C(CCCCC#CCCCC#CCO)=C(C)C1=O` : 1 | 9 | 2 | -12

Following part
SMILES | Jurkat autofluor | Prostate diff | VLA-4 allo ag | VLA-4 antagonist
Clc1ccc(Cl)c(-c2ccc(/C=N/c3ncn[nH]3)o2)c1 | 1.1 | 3 | 0 | -2
CC(=O)NC(Cc1c[nH]c2ccccc12)C(=O)OCC(=O)Nc1cc(C)on1 (stereo unspecified) | 1 | 3 | 2 | -10
CCn1c(COc2cccc3ccccc23)nnc1SCC(N)=O | 0.99 | 11 | -1 | -4
COc1cccc(C2N(c3cccc(Cl)c3)C(=O)C3CCCN32)c1 (stereo unspecified) | 1.1 | 19 | -1 | -3
COc1cc2c(C(=O)NCCCN3CC(C)CC(C)C3)cn(CC(C)C)c(=O)c2cc1OC (stereo unspecified) | 1.1 | 13 | 0 | 9
COc1cc(S(=O)(=O)NC2CCCCC2)ccc1Cl | 1 | 10 | 2 | -10
CC(=O)N1CCCc2cc(S(=O)(=O)NC(C(=O)NCc3ccc(C)cc3)C(C)C)ccc21 (stereo unspecified) | 0.94 | 8 | 2 | -8
[O-][n+]1onc2c1CCc1c-2nn(-c2ccccc2Cl)[n+]1[O-] | 1.1 | 1 | 10 | -1
COc1cccc(OC)c1C(=O)N1CCOCC1 | 1.1 | 6 | 0 | -14
COc1cc(Nc2cc(C)nc3ncnn23)cc(OC)c1 | 1 | 2 | 2 | -11
COc1cccc(-c2nnc(SCC(=O)N3CCOCC3)o2)c1 | 1.1 | 5 | -10 | u
CC1CC(C)CN(c2nc3c(c(=O)[nH]c(=O)n3C)n2CCCSc2nc3ccccc3s2)C1 (stereo unspecified) | 1.1 | 3 | -6 | 4

4 compounds out of the list above, sorted by their value in Jurkat autofluor, falling:
molecule	Jurkat autofluor	Prostate diff	VLA-4 allo ag	VLA-4 antagonist
Clc1ccc(Cl)c(-c2ccc(/C=N/c3ncn[nH]3)o2)c1	1.1	3	0	-2
CC(=O)NC(Cc1c[nH]c2ccccc12)C(=O)OCC(=O)Nc1cc(C)on1 (stereo unspecified)	1	3	2	-10
CCn1c(COc2cccc3ccccc23)nnc1SCC(N)=O	0.99	11	-1	-4
CC(=O)N1CCCc2cc(S(=O)(=O)NC(C(=O)NCc3ccc(C)cc3)C(C)C)ccc21 (stereo unspecified)	0.94	8	2	-8

Additional entries.
SMILES | Jurkat autofluor | Prostate diff | VLA-4 allo ag | VLA-4 antagonist
N#Cc1nc(-c2ccc(F)cc2)oc1NCc1cccc2c1OCO2 | 1.1 | 8 | 1 | 4
O=C(Nc1ccccc1)c1cccc(N2CCCC2=O)c1 | 1.1 | 6 | 7 | 5
O=C(Nc1ccccc1C(F)(F)F)c1cc(S(=O)(=O)N2CCOCC2)ccc1F | 0.98 | 6 | 1 | -4
CC(=O)OCC(=O)[C@H]1CC[C@H]2[C@@H]3CCC4=CC(=O)CC[C@]4(C)[C@H]3CC[C@]12C | 1.1 | 13 | 3 | -19
Cc1cccc(NC(=O)C2CCN(S(=O)(=O)c3cccc4cccnc34)CC2)c1 | 1 | 8 | 0 | 5
Cc1noc(C)c1S(=O)(=O)N1CCCC(C(=O)Nc2cccnc2)C1 (stereo unspecified) | 1 | 12 | -5 | -22
CC(=O)N1CCc2cc(Br)cc(S(=O)(=O)NCCN3CCCCC3C)c21 (stereo unspecified) | 1 | 16 | 0 | 2
COc1ccc(Cl)cc1N(C)C(=O)CCc1nc(-c2ccc(C)cc2)no1 | 1.2 | 4 | u | u
CCSc1nnc(NC(=O)CSc2nnc(Cc3cccn3C)n2-c2ccc(F)cc2)s1 | 1.1 | 8 | 0 | -6
Cc1cc(C)c(NC(=O)CN2CCN(C)CC2)c(C)c1 | 1 | 5 | u | u
Cc1ccc(NC(=O)c2ccc(F)c(S(=O)(=O)N3CCOCC3)c2)cc1F | 1.2 | 2 | u | u
COC(=O)c1cccc(S(=O)(=O)N2CCN(c3nc4ccccc4s3)CC2)c1 | 1 | 13 | 2 | -10
O=c1c2cc3ccccc3n2cnn1Cc1ccccc1F | 1.1 | 7 | -12 | 15
O=C(CSc1ncnc2c1oc1ccccc12)OCc1ccccc1 | 1.4 | 2 | u | u
O=C(Nc1nnc(CCN2CCCCC2)s1)C1CCCCC1 | 0.97 | 6 | 0 | -24
O=C(NCc1ccco1)c1cc(-c2cccc(Cl)c2)on1 | 1 | 7 | 4 | 4
COCCNC(=O)c1sc2nc(-c3ccccc3)cn2c1C | 1.2 | 16 | -3 | 12
CC(NC(=O)CNC(=O)OCc1ccccc1)C(=O)N1CC(O)CC1C(=O)OCc1ccccc1 (stereo unspecified) | 1.1 | 3 | 2 | -5
CCOC(=O)N(C)c1ccc(C(O)(C(F)(F)F)C(F)(F)F)cc1 | 1 | 13 | 7 | -18
Cc1ccc2c(c1)c1c3n2CCN(C(=O)C2CC2)C3CCC1 (stereo unspecified) | 1.3 | 6 | u | u
CCn1c(=O)cc(SCC(=O)NCCCN2CCN(c3ccc(F)cc3)CC2)c2ccccc21 | 1.2 | 15 | -4 | 13
CCC(CC)C(=O)Nc1c2c(nn1-c1ccc(OC)cc1)CS(=O)C2 (stereo unspecified) | 0.99 | 25 | -4 | -11
CC1C=CCC2C(=O)N(c3cccc(C(=O)N4CCCCCC4)c3)C(=O)C12 (stereo unspecified) | 1.1 | 3 | -2 | -11
Cc1cc2c(cc(C(=O)O)n2C)s1 | 1.1 | 1 | 4 | -6
CCCCC1(Cc2ccc([N+](=O)[O-])cc2)C(=O)N(c2ccccc2)N(c2ccccc2)C1=O | x | x | 12 | 10
COc1cc(C2NC(=O)NC(C)=C2C(=O)OCC2CCCO2)ccc1O (stereo unspecified) | 0.98 | 1 | -8 | -14
CC(C)Oc1cc(O)c2c(=O)c(-c3ccc(O)cc3)coc2c1 | 1.1 | 13 | u | u
Cc1csc(NC(=O)CCNS(=O)(=O)c2ccc3c(c2)c(=O)n(C)c(=O)n3C)n1 | 1.1 | 13 | -6 | -6
CN(CCCNC(=O)c1cccc(N2CCCC2=O)c1)c1ccccc1 | 0.91 | 2 | 2 | -8
O=C(c1cc(-c2cccc(O)c2)on1)N1CCCCC1 | 1 | 9 | -3 | 25
CC(C)c1cc(C(=O)N2CCN(C(c3ccccc3)c3ccccc3)CC2)no1 | 1.1 | 4 | -3 | 7

High-throughput results from PubChem.
